From PubChem BioAssay
HttQ103 aggreg – reduces HttQ103-GFP aggregates in PC12 cells. PC12 HttQ103-GFP aggregates, Acumen cytometry, 40 h. Potency, µM (top dose mostly 46.1 µM), for inactives: top-dose activity change, negative = inhibition, actives largely listed as inhibitors. 220,000 compounds, 1.1% hits; also: % is scaled to controls: 0 for no effect and ±100 for the full control effect; nearly all actives have a fitted effect of over 60% in size
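Quantitative HTS on tebufenozide-induced (100 nM) PC12 cells stably expressing polyQ103 Huntingtin exon 1–GFP. Reduction of bright GFP aggregates, detected by laser scanning cytometry after lysis, identified actives across the titration.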
GAA spleen mod – inhibitors or activators of human alpha-glucosidase in spleen homogenate. P10253. AID 2112. 240,000 compounds, 0.006% hits. Potency, µM (highest dose often 79.9 µM), inactives show at the top dose activity change, negative = inhibition, hits mostly inhibitors. human spleen homogenate, 4-MU-alpha-glucoside fluorescence;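 also: 0% = enzyme with vehicle and -100% = no enzyme basal signal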
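AC50 values come from Hill-equation fits of concentration-response data, normalized to no-enzyme and full-activity controls. Enzyme source: 1 ug human spleen homogenate; 1 mM fluorogenic 4-MU glucoside, pH 5.0 citrate buffer, 37 C, 40 min.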
HTT cytoprotect – cytoprotection in Huntington HTT-Q103 PC12 cell model. 230,000 compounds, 0.14% hits. AID 1471. Potency, µM (highest dose often 56.4 µM), for inactives: cytoprotection (ATP increase), hits mostly activators. PC12 HTT-Q103 induced, cytoprotection, ATP luminescence, 40 h;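 also: % of control where 0% means no effect; nearly all actives have a fitted effect of over 45% in size; toxic huntingtin expression switched on by the ecdysone agonist tebufenozide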
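PC12 cells stably carrying ecdysone-inducible Htt exon 1 (Q103)–GFP were induced with 100 nM tebufenozide (final) alongside library compounds in a dose series. Cytoprotection was scored as retained ATP by ATPlite luminescence.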
GoLoco inh red – RGS12 GoLoco-Gai1 interaction inhibition | P63096 | Gai1:RGS12 GoLoco peptide FP, rhodamine, 10 min | Potency, µM (doses to about 61.6 µM), inactives show at the highest dose activity, negative = inhibition, usual class: inhibitors | 230,000 compounds, 0.44% hits; active = well fitted inhibition curve with a large enough effect, not every such curve was filed as active; inactive = no such curve, though single readings can be large or run the other way; also: % is scaled to controls: 0 for no effect and ±100 for the full control effect; nearly all actives have a fitted effect of over 30% in size; many of its hits are not listed in these tables
Target sequence (P63096 whole entry, looked up): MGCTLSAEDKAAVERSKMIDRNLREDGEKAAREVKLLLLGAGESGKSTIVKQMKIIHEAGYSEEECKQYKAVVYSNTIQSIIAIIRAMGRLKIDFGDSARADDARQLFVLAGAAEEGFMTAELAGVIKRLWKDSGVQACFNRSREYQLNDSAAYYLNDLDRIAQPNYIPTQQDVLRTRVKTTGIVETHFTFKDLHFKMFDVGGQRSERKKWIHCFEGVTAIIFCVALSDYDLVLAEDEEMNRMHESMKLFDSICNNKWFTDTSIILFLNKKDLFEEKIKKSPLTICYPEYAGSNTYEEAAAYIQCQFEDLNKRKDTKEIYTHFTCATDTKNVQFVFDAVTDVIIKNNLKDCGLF
IMPase Li cell – membrane-permeable IMPase blocker, potentiated with lithium; CHO-M1 cells, IP1 TR-FRET (IP-One), carbachol + lithium; Potency, µM (highest dose often 59.4 µM), for inactives: at the top dose activity, negative = IMPase inhibition, actives largely listed as inhibitors; 210,000 compounds, 0.35% hits;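 also: IP1 builds up when IMPase is blocked and the TR-FRET signal falls; plate controls were basal vehicle for no effect and high inhibitor control for full effect; nearly all actives have a fitted effect of over 50% in size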
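CHO cells stably expressing M1 receptor (2000/well, cultured 16–30 h) treated 30 min at 37C with compound plus low lithium. Cytosolic IP1 by TR-FRET (665/620 ratio and 620 channel) after 10 min lysis; AC50 by Hill fit.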
GAA inhib – blocks human lysosomal alpha-glucosidase. P10253. purified human GAA, 4-MU-alpha-glucoside fluorescence. Potency, µM (series often up to 76.9 µM), for the others: top-dose activity change, negative = inhibition, usual class: inhibitors. 200,000 compounds, 0.005% hits. AID 1466;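 also: plate controls were uninhibited enzyme wells for no effect and no-enzyme background for full effect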
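Human alpha-glucosidase, 4 nM, pre-mixed with test compounds before 400 uM 4-methylumbelliferyl substrate; 20 min room temperature at pH 5.0. Fluorescence read after pH 10 stop; AC50 values from Hill-equation fits.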
GAA glycogen – GAA glycogen-cleavage inhibition or activation; Potency, µM (doses to about 76.4 µM), without a hit: top-dose activity change, negative = inhibition, actives largely listed as inhibitors; 300,000 compounds, 0.38% hits; P10253; recombinant GAA, glycogen substrate, Amplex Red glucose oxidase fluorescence;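 also: 0% = full enzyme reaction and -100% = no-enzyme basal signal; the screen sought inhibitors and activators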
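Recombinant human enzyme (4 nM); glycogen substrate; 37 C, 40 min, pH 5.0. Readout: coupled glucose oxidase/Amplex Red fluorescence.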
Starred values were filed as active, the others as inactive; ? = inconclusive; · = no result given; [ ] = remark or other dose. Unless noted, calls follow the shape of the dose curve; as a rule, active = well fitted curve in the direction sought with a large enough effect; inconclusive = small, poorly fitted or top-dose-only effect, or another doubt; inactive = no such curve, though single readings can be large; an effect the other way counts as inactive or inconclusive. Potency is read from the fitted curve at half-maximal effect.

SMILES	HttQ103 aggreg	GAA spleen mod	HTT cytoprotect	GoLoco inh red	IMPase Li cell	GAA inhib	GAA glycogen
CCC(C)c1ccccc1NC(=O)C(C)N(C)Cc1cccc(OC)c1 (stereo not drawn)	-21%	-4%	-26%	5%	5%	-14%	1%
CC1CCCCN1C(=O)CN1C(=O)CN(C)C(=O)c2ccccc21 (stereo not drawn)	18%	-1%	-1%[10 µM]	0%	12%[38.3 µM]	-7%[15.4 µM]	6%
CCN(CC)CCn1c2ccccc2c2cnc(N)c(C#N)c21	-12%	-2%	-29%	·	·	-3%	10%
CCOC(=O)CNC(=O)COc1ccc(Cl)cc1Br	-8%	4%	8%	-2%	17%[38.3 µM]	?	-2%
O=S(=O)(O)c1nc2ccccc2[nH]1	-20%[9.22 µM]	-2%	-38%[10 µM]	-22%	·	·	3%
Cc1nnc(SCC(=O)Nc2ccccc2NC(=O)CSc2nnc(C)s2)s1	?	2%	22%	7%	-12%[38.3 µM]	-3%	-1%
COc1ccc(NC(=O)Cn2nc(C(F)(F)F)c3c2CCCC3)c(OC)c1	-11%	-11%	20%[10 µM]	11%	17%[38.3 µM]	1%	-11%
CC(=O)c1cc(CN2CCC(N3CCC(C(=O)N4CCCC4)CC3)CC2)cs1	12%[9.22 µM]	6%	16%[10 µM]	12%	6%	3%	-16%
O=C(O)c1ccc(NC(=O)c2cn(-c3ccccc3)nc2-c2ccc(Cl)cc2)cc1	-27%	-13%	-58%[inhibitor]	3%	14%	-1%	3%
CCOc1cccc2c1OC1(C)CC2NC(=O)N1Cc1ccccc1 (stereo not drawn)	-12%	-1%	-9%	2%	-9%	3%	-8%

Next part, overlapping the part above by two compounds.
SMILES	HttQ103 aggreg	GAA spleen mod	HTT cytoprotect	GoLoco inh red	IMPase Li cell	GAA inhib	GAA glycogen
O=C(O)c1ccc(NC(=O)c2cn(-c3ccccc3)nc2-c2ccc(Cl)cc2)cc1	-27%	-13%	-58%[inhibitor]	3%	14%	-1%	3%
CCOc1cccc2c1OC1(C)CC2NC(=O)N1Cc1ccccc1 (stereo not drawn)	-12%	-1%	-9%	2%	-9%	3%	-8%
COc1cccc(C(=O)NCCC2=CCCCC2)c1	-11%	-3%	-23%	-11%	31%[38.3 µM]	2%	11%
c1ccc(-n2cnc3ccccc32)cc1	?	-15%	-22%	-1%	-6%	-2%	7%
CSc1ccccc1NC(=O)Nc1cccc(Cl)c1Cl	-12%	-6%	-11%	11%	5%[38.3 µM]	0%	-1%
CC1=CN2C(=NC(=O)CC2(C)C(=O)N(CC(=O)NC2CCCC2)c2ccccc2C)C=C1 (stereo not drawn)	8%	-2%	-7%[10 µM]	1%	-27%	?	3%
Cc1cccc(N2CCN(C(=O)CCCn3c(=S)[nH]c4cc5c(cc4c3=O)OCO5)CC2)c1C	-25%	-3%	-12%	2%	4%[38.3 µM]	-7%	2%
COc1ccc(-c2c(C(C)=O)c(C)nc3sc4c(=O)[nH]nnc4c23)cc1	6%	-11%	23%[10 µM]	3%	-4%	-4%	-2%
COC(=O)CSc1nnc(-c2ccccn2)n1Cc1ccco1	-22%	1%	-1%	2%	7%	-5%	-2%
COc1ccc(/C=N/NC(=O)Nc2cccc3nsnc23)cc1	8%	0%	-10%[10 µM]	-13%	-8%	6%	11%
Cc1ccc(SCCC(=O)OCn2nnc3ccccc3c2=O)cc1	1%	4%	2%[10 µM]	-9%	5%	-17%	-2%
COc1ccc(S(=O)(=O)N2CCCC2)cc1C(C)C	10%[9.22 µM]	-2%	-21%	15%	4%	1%	9%

3 entries from above, arranged by the value under HttQ103 aggreg, lowest first.
compound	HttQ103 aggreg	GoLoco inh red	IMPase Li cell	GAA inhib	GAA glycogen
CSc1ccccc1NC(=O)Nc1cccc(Cl)c1Cl	-12%	11%	5%[38.3 µM]	0%	-1%
COc1ccc(NC(=O)Cn2nc(C(F)(F)F)c3c2CCCC3)c(OC)c1	-11%	11%	17%[38.3 µM]	1%	-11%
COc1ccc(-c2c(C(C)=O)c(C)nc3sc4c(=O)[nH]nnc4c23)cc1	6%	3%	-4%	-4%	-2%

Later entries:
SMILES	HttQ103 aggreg	GAA spleen mod	HTT cytoprotect	GoLoco inh red	IMPase Li cell	GAA inhib	GAA glycogen
Cc1cccc(N2CCN(C(=O)/C=C/c3cccs3)CC2)c1C	13%	1%	2%[0.074 µM]	-1%	0%	-4%	-3%
COc1cccc(C(=O)CN(C(=O)c2ccc(Cl)c(Cl)c2)N2C(=O)C3CCCCC3C2=O)c1 (stereo not drawn)	-6%[9.22 µM]	-2%	-19%	10%	1%[38.3 µM]	1%	-6%
CN(C)/C=N/C(=S)Nc1ccccc1	18%[9.22 µM]	4%	-25%	14%	7%	5%	-16%
O=c1c2ccccc2nnn1COc1cccc2ccccc12	-32%	·	-53%[inhibitor]	19%	31%[activator]	-8%	-11%
CC(OC(=O)c1ccccc1Br)C(=O)Nc1nc(-c2cccc([N+](=O)[O-])c2)cs1 (stereo not drawn)	8%	-8%	-2%[10 µM]	-1%	16%	0%	18%
Cc1ccccc1OCC(=O)N/N=C/c1ccccn1	1%	1%	-13%	3%	-8%	-5%	2%
Cc1ccc(CN2CCN(/N=C/c3ccc(C(=O)O)cc3)CC2)cc1	1%	5%	20%[10 µM]	-10%	-1%	-11%	?
COc1ccc(N=Cc2c[nH][nH]c2=O)cc1	3%	-4%	-25%	-1%	-4%[38.3 µM]	-3%	-24%
CS(=O)(=O)N1CCN(c2nc(-c3ccc(F)cc3)cs2)CC1	-6%	9%	0%	2%	-14%[38.3 µM]	-3%	-7%
Cc1cccc(CSCc2nnc(N)s2)c1	-11%	-4%	1%[10 µM]	4%	-7%	12%	4%
O=C(COc1ccccc1)c1cn(CC(=O)N2CCCC2)c2ccccc12	-1%	0%	-63%[inhibitor]	2%	6%	15%	19%
CCOC(=O)c1cc(C)n(Cc2cccc(OC)c2OC)c1C	-9%	-13%	32%	·	·	-2%	11%
CC(=Nc1ccc(C)cc1)c1sc2ccccc2c1O	-23%	2%	-39%[10 µM]	11%	8%	-6%	-16%
Cc1c(NC(=O)CN2C(=O)NC3(CCC(C)CC3)C2=O)c(=O)n(-c2ccccc2)n1C (stereo not drawn)	8%	-8%	-20%	-3%	0%	-9%	2%
Cc1nc2ccccc2c(=O)n1NCc1cccs1	-16%	-8%	-41%[inhibitor]	10%	21%[38.3 µM]	1%	5%
O=C1CC(c2ccccc2)CN1S(=O)(=O)c1ccccc1 (stereo not drawn)	7%	-4%	-23%	7%	5%[38.3 µM]	1%[15.4 µM]	7%
CN1CCN(NC(=O)c2cccc(C(F)(F)F)c2)CC1	-1%[9.22 µM]	2%	15%[10 µM]	8%	·	·	-2%
COc1ccc2c(C(=O)CN3CCN(c4ccccc4)CC3)c[nH]c2c1	3%[9.22 µM]	13%	16%	69%[activator]	30%[activator][38.3 µM]	-7%	10%
CCN(CC)CCSc1nc(O)c(-c2ccccc2)c(=O)[nH]1	-3%	-4%	8%	5%	-15%[38.3 µM]	5%	-1%
CCN(CC)CCN1C(=O)C(O)=C(C(=O)c2cccs2)C1c1ccc(C)o1 (stereo not drawn)	1%	-12%	-1%[0.074 µM]	3%	29%[38.3 µM]	-13%	9%
COc1ccc(OC)c(/C=C/C(=O)Nc2cccc(S(=O)(=O)N3CCCC3)c2)c1	-13%	2%	12%[10 µM]	5%	1%	10%	-15%
O=[N+]([O-])c1cccc(CSc2nnc(Cc3ccccc3)n2-c2ccc(F)cc2)c1	5%	-16%	24%[10 µM]	0%	9%	-4%	-12%
O=C1C2CCCN2C(c2ccccc2)N1c1ccc(Cl)cc1 (stereo not drawn)	5%	2%	27%[10 µM]	1%	0%	5%	6%
COc1ccc(-n2nnnc2SCC(=O)Nc2ccccc2)cc1	7%	-2%	26%	5%	-5%[38.3 µM]	8%	2%
CCC(NC(=O)C1CCC1)c1ccc(C)cc1 (stereo not drawn)	-8%	-16%	-11%[10 µM]	5%	4%	?	9%
O=C(Nc1ccc2nc(-c3cccs3)c(-c3cccs3)nc2c1)N1CCOCC1	3%	1%	-11%[10 µM]	1%	38%[38.3 µM]	?	-1%
CN[C@@H]1[C@H](O[C@@H]2O[C@H](C)[C@@](O)(CO)[C@H]2O[C@H]2[C@H](O)[C@H](O)[C@H](N=C(N)N)[C@@H](O)[C@@H]2N=C(N)N)O[C@@H](CO)[C@H](O)[C@H]1O	·	-11%	-48%[inhibitor]	-7%	1%	·	·
COC(=O)c1cc2oc3ccccc3c2n1CC(=O)Nc1ccccc1OC	21%[9.22 µM]	1%	-4%	6%	8%[38.3 µM]	-1%	-2%
Oc1ccc2oc3c(c2c1)CCCC3	-26%	-7%	0%	11%	-23%[38.3 µM]	8%	4%
COc1ccc(NC(=O)Nc2cccc(C(F)(F)F)c2)cn1	-23%	-2%	-17%	5%	0%	-14%	1%
COc1ccc(Cc2nc3ccccc3n2CC(=O)N/N=C/c2ccccc2)cc1OC	31%	4%	-14%[1.9 µM]	8%	-4%	-3%	0%
CCC(C)Oc1cccc(OCCCCN2C(=O)NC(C)(C)C2=O)c1 (stereo not drawn)	-8%	-1%	1%[10 µM]	4%	0%[38.3 µM]	?	4%
CN1CCN(C(=O)CCN2C(=O)/C(=C\c3ccc(Cl)cc3Cl)SC2=S)CC1	-13%[9.22 µM]	-1%	-22%[10 µM]	-3%	·	·	6%
CCOC(=O)N1CCN(C(=O)/C(=C/c2ccc(OC)cc2)NC(=O)c2ccccc2)CC1	-7%	4%	-22%	14%	-10%[38.3 µM]	-8%	-7%
O=c1c2oc3nc4c(cc3c2ncn1CCCc1ccccc1)CCCC4	3%[9.22 µM]	-1%	35%[10 µM]	-4%	·	-5%[15.4 µM]	7%
CCOC(=O)c1nnc2cc(C)nn2c1C	6%[9.22 µM]	5%	-4%[10 µM]	-2%	·	·	5%
C=CCOC(=O)NC(CC(=Nc1ccc(OC)cc1)C(=O)OC)c1ccccc1 (stereo not drawn)	·	-4%	0%	4%	28%	·	·
COc1cc(Cl)ccc1NC(=S)N(CCN(C)C)C(C)c1ccncc1 (stereo not drawn)	-8%[9.22 µM]	-7%	2%[10 µM]	-4%	·	·	-27%
CC(=O)C1=C(O)C(=O)N(c2cccnc2)C1c1ccc([N+](=O)[O-])cc1 (stereo not drawn)	-10%	-1%	-27%	-11%	4%	10%	-5%
Cc1ccc(Cn2ccc(NC(=O)c3cc(-c4ccc(Br)cc4)on3)n2)cc1	-8%	0%	5%	-1%	?	2%	14%
COCCNc1ncnc2ccc(-c3ccccc3CN(C)C)cc12	·	6%	12%	0%	-4%	·	·
O=C(Nc1cccc(Cl)c1)Nc1csc([N+](=O)[O-])c1	-12%[9.22 µM]	5%	18%[10 µM]	4%	·	·	1%
COc1ccc(OC)c(/C=C/C(=O)c2ccc(Cl)cc2)c1	-15%	0%	-17%	5%	4%[38.3 µM]	2%	-6%

A portion of the library; rates above refer to the full screens.
